West Nile virus CPE = inhibition of WNV-induced cytopathic effect – cell-based, CPE readout (AID 1621); West Nile virus-infected cells, CPE inhibition; higher % means a stronger effect; 290,000 compounds, 0.02% hits; CPE inhibition, % at 10 µM; hits with a dose series show IC50 in µM; in the data active = a potency from the dose series; inconclusive = CPE inhibition mostly from about 3.7% at the one dose, without a potency; inactive = the rest, 99 in 100 with CPE inhibition below about 2.2%; note: strong numbers were not always called active
GPR55 LPI antagonism = inhibition of LPI-stimulated GPR55 beta-arrestin translocation – imaging, U2OS, beta-arrestin-GFP, LPI agonist, primary screen (AID 2013). U2OS GPR55 beta-arrestin-GFP translocation imaging, LPI antagonism; higher % means a stronger effect. inhibition, % at 10 µM, or IC50 in µM where a hit was titrated. 290,000 compounds, 0.13% hits;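 active = spots per cell inhibited over 60%, with over 100 cells counted and total cytoplasm intensity under 500,000; inconclusive = wells with under 100 cells, flagged as likely toxic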;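 note: U2OS cells stably carrying GPR55 and arrestin-GFP stimulated by 5 µM LPI near EC80; imaged beta-arrestin-GFP aggregate spots per cell after agonist stimulation; plate controls were LPI-stimulated DMSO wells for no effect and DMSO wells without LPI for full effect; some results filed as inactive read as strong as hits; confirmed hits need IC50 under 10 µM and bright autofluorescent wells are also inconclusive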
Salmonella PhoP GFP = PhoP-dependent GFP reporter repression – Salmonella Typhimurium, primary screen (AID 1863). S. Typhimurium PhoP-regulated promoter GFP reporter, 4 h; higher % means a stronger effect. inhibition, % at 50 µM, or IC50 in µM where a hit was titrated. 300,000 compounds, 0.16% hits;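 active = inhibition over 29.93%, a cutoff 3 SD above the screen mean, later confirmed by dose response; inconclusive = inhibition over 29.93% but no dose response follow-up; inactive = inhibition at most 29.93% or unconfirmed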;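 note: 0% = low Mg2+ inducing control and 100% = high Mg2+ repressing control; strong numbers were not always called active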
GPR55 activation = selective activators of receptor GPR55 – imaging, U2OS cells, beta-arrestin-GFP redistribution, primary screen (AID 1961); U2OS GPR55 beta-arrestin-GFP redistribution imaging; higher % means a stronger effect; activation, % at 10 µM; hits with a dose series show EC50 in µM; 290,000 compounds, 0.048% hits;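 active = activation above 40% with more than 50 cells counted in the well; inconclusive = wells holding fewer than 50 cells, flagged as toxic or sparse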;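 note: U2OS osteosarcoma cells stably expressing GPR55 and beta-arrestin-GFP; plate controls were DMSO negative control for no effect and LPI positive control for full effect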
NTR1 agonist = NTR1-driven beta-arrestin-GFP spot formation – imaging, U2OS cells, high content, primary screen (AID 493036). activation, % at 20 µM. agonist mode. 330,000 compounds, 0.17% hits;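 active = activation at or above 40% of the spot to cytoplasm intensity ratio, with at least 20 cells analyzed; inconclusive = wells under 20 cells, flagged as cytotoxic or low count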;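 note: 0% = DMSO without peptide and 100% = 100 nM NTR1 peptide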
Target sequence (P30989 whole entry, looked up): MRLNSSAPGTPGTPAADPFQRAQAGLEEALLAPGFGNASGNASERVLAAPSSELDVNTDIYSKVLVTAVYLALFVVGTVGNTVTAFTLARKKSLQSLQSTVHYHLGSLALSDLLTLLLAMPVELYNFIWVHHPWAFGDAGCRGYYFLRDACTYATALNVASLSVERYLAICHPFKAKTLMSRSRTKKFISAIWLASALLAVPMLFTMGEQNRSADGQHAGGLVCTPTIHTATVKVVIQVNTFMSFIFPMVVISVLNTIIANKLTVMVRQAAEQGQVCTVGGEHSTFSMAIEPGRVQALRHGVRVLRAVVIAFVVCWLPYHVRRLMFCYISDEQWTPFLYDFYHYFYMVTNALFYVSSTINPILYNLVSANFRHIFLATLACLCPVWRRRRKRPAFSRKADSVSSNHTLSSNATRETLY
T cell modulator = T cell immune modulators affecting CD8 T cell-vesicle binding; 330,000 compounds, 0.068% hits; calls only at 7 µM; 2C CD8+ T cell-vesicle binding, flow cytometry; hits give low values;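 active = response, share of CD8 T cells binding vesicles, and their 90th percentile fluorescence all below set limits, cut at about 80% in these data, passing the limit was not always enough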
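Benchmarks: naked versus QL9-loaded vesicles / Assay system: purified 2C TCR transgenic mouse naive CD8+ T cells / Technique: high-throughput flow cytometry with anti-B7-1 and anti-CD8 staining / Timing: Cell–vesicle co-incubation 1.5 h at 37 °C, staining 20 min on ice / Read-out: percent CD8+ FL2 mean versus row control / Probe or stimulus: QL9-loaded Drosophila micro-vesicles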
GPR35 antagonists = inhibition of zaprinast-stimulated GPR35 beta-arrestin translocation – imaging, U2OS, beta-arrestin-GFP, zaprinast agonist, primary screen (AID 2058); U2OS GPR35 beta-arrestin-GFP translocation imaging, zaprinast antagonism; higher % means a stronger effect; inhibition, % at 10 µM, or IC50 in µM where a hit was titrated; 290,000 compounds, 0.052% hits;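 active = inhibition of at least 50% with at least 30 cells and total cytoplasm GFP at most 10,000,000; inconclusive = under 30 cells or total GFP of 10,000,000 plus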
KOR beta-arrestin-1 = kappa opioid receptor activators – cell-based, luminescence, uHTS, primary screen (AID 1777); one-dose activation, % at 10 µM; EC50 in µM for titrated hits; KOR beta-arrestin recruitment, luminescence; higher % means a stronger effect; 280,000 compounds, 0.02% hits; in the data active = activation above about 50%, passing the limit was not always enough; note: a part of the inactive calls stands beside numbers as strong as those of hits
KOR beta-arrestin-2 = kappa opioid receptor blockers – cell-based, luminescence, uHTS (AID 1778) | KOR beta-arrestin recruitment, luminescence, antagonist mode; higher % means a stronger effect | inhibition, % at 10 µM, or IC50 in µM where a hit was titrated | 290,000 compounds, 0.091% hits; in the data active = inhibition above about 50%; note: strong numbers were not always called active
T cell modulator vesicle-bound % = also measured in T cell modulator; calls as there; double positive events, %; measured here: CD8+ vesicle-bound cell fraction;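 binding gate set so that unloaded-vesicle control wells show 10% double positive cells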
NTR1 agonist cell count 20 µM = recorded beside NTR1 agonist, whose call it bears; cell count; measured here: cell count, cytotoxicity flag
* hit, by the source's call; [ ] = dose if it differs, or a comment.

A first look (two entries):
Screening COc1ccc(CCN2C(=O)CC(Cc3cccc(C)c3)C2=O)cc1OC (stereo unspecified) returned West Nile virus CPE -1.3%, GPR55 LPI antagonism 3%, Salmonella PhoP GFP 7%, GPR55 activation -0.1%, NTR1 agonist 1.8, T cell modulator inactive, GPR35 antagonists -17%, KOR beta-arrestin-1 -4.8%, KOR beta-arrestin-2 -14%[20 µM], T cell modulator vesicle-bound % 46 and NTR1 agonist cell count 20 µM 43.
Nc1ccc(-c2nc3ccccc3[nH]2)cc1 was read as West Nile virus CPE -0.8%, GPR55 LPI antagonism -10%, Salmonella PhoP GFP -17%, GPR55 activation 0.3%, NTR1 agonist -0.2, T cell modulator inactive, GPR35 antagonists 3%, KOR beta-arrestin-1 -3.5%, KOR beta-arrestin-2 -5%, T cell modulator vesicle-bound % 47 and NTR1 agonist cell count 20 µM 66.

All compounds of this part (from the top)
Screening COc1ccc(CCN2C(=O)CC(Cc3cccc(C)c3)C2=O)cc1OC (stereo unspecified) returned West Nile virus CPE -1.3%, GPR55 LPI antagonism 3%, Salmonella PhoP GFP 7%, GPR55 activation -0.1%, NTR1 agonist 1.8, T cell modulator inactive, GPR35 antagonists -17%, KOR beta-arrestin-1 -4.8%, KOR beta-arrestin-2 -14%[20 µM], T cell modulator vesicle-bound % 46 and NTR1 agonist cell count 20 µM 43.
Nc1ccc(-c2nc3ccccc3[nH]2)cc1 was read as West Nile virus CPE -0.8%, GPR55 LPI antagonism -10%, Salmonella PhoP GFP -17%, GPR55 activation 0.3%, NTR1 agonist -0.2, T cell modulator inactive, GPR35 antagonists 3%, KOR beta-arrestin-1 -3.5%, KOR beta-arrestin-2 -5%, T cell modulator vesicle-bound % 47 and NTR1 agonist cell count 20 µM 66.
For CN(C)CCNC(=O)/C(=C/c1ccc(-c2ccc(Cl)cc2Cl)o1)NC(=O)c1ccccc1 the results were West Nile virus CPE -2.4%, GPR55 LPI antagonism 2%, Salmonella PhoP GFP inconclusive, GPR55 activation -0.3%, NTR1 agonist 12, T cell modulator inactive, KOR beta-arrestin-1 2.4%, KOR beta-arrestin-2 -137%, T cell modulator vesicle-bound % 48 and NTR1 agonist cell count 20 µM 9.
For COC(=O)Cc1nc(NC(=O)c2cccs2)sc1C the results were West Nile virus CPE -0.8%, GPR55 LPI antagonism 14%, Salmonella PhoP GFP 0%, GPR55 activation 0.4%, NTR1 agonist 0.0, T cell modulator inactive, GPR35 antagonists -14%, KOR beta-arrestin-1 -5.4%, KOR beta-arrestin-2 14%, T cell modulator vesicle-bound % 28 and NTR1 agonist cell count 20 µM 94.
O=C(NCc1ccccc1)C1CCC(=O)N(CC2CCCCC2)C1 (stereo unspecified) was read as West Nile virus CPE 0.1%, GPR55 LPI antagonism 22%, Salmonella PhoP GFP -6%, GPR55 activation 0.2%, NTR1 agonist 0.6, T cell modulator inactive, GPR35 antagonists 11%, KOR beta-arrestin-1 3.1%, KOR beta-arrestin-2 -33%, T cell modulator vesicle-bound % 19 and NTR1 agonist cell count 20 µM 49.
`C=CCn1c(SCC(=O)Nc2cccc3ccccc23)nnc1-c1cnccn1` gave West Nile virus CPE 0.3%, GPR55 LPI antagonism -2%, Salmonella PhoP GFP -2%, GPR55 activation -0.2%, NTR1 agonist 0.4, T cell modulator inactive, GPR35 antagonists 12%, KOR beta-arrestin-1 3.6%, KOR beta-arrestin-2 -11%, T cell modulator vesicle-bound % 34 and NTR1 agonist cell count 20 µM 72.
For O=C(CCn1nnc2ccccc21)N/N=C\Cc1ccccc1 the results were West Nile virus CPE -0.5%, GPR55 LPI antagonism 24%, Salmonella PhoP GFP -2%, GPR55 activation -0.4%, NTR1 agonist 1.9, T cell modulator inactive, GPR35 antagonists -16%, KOR beta-arrestin-1 3.0%, KOR beta-arrestin-2 41%, T cell modulator vesicle-bound % 62 and NTR1 agonist cell count 20 µM 89.
CCC(=O)OCC(=O)Nc1cc([N+](=O)[O-])ccc1OC was read as West Nile virus CPE 0.0%, GPR55 LPI antagonism 10%, Salmonella PhoP GFP 1%, GPR55 activation 0.0%, NTR1 agonist 0.9, T cell modulator inactive, GPR35 antagonists -12%, KOR beta-arrestin-1 -5.1%, KOR beta-arrestin-2 -25%, T cell modulator vesicle-bound % 44 and NTR1 agonist cell count 20 µM 62.
C/C=C/C(=O)OCC(=O)Nc1cccc(F)c1 was read as West Nile virus CPE 0.1%, GPR55 LPI antagonism 11%, Salmonella PhoP GFP 6%, GPR55 activation 0.2%, NTR1 agonist 1.3, T cell modulator inactive, GPR35 antagonists -7%, KOR beta-arrestin-1 -1.0%, KOR beta-arrestin-2 -10%, T cell modulator vesicle-bound % 28 and NTR1 agonist cell count 20 µM 37.
`CC1Cc2cc(S(=O)(=O)N3CCCC(C(=O)N4CCCCC4)C3)ccc2N1C(=O)C1CC1` (stereo unspecified) gave West Nile virus CPE -0.2%, GPR55 LPI antagonism 5%, Salmonella PhoP GFP -6%, GPR55 activation -0.2%, NTR1 agonist 1.8, T cell modulator inactive, GPR35 antagonists 6%, KOR beta-arrestin-1 -6.1%, KOR beta-arrestin-2 -32%, T cell modulator vesicle-bound % 21 and NTR1 agonist cell count 20 µM 55.
For CN1CCCN(C(=O)C2CCC(C(=O)N3CCCN(C)CC3)CC2)CC1 (stereo unspecified) the results were West Nile virus CPE -0.2%, GPR55 LPI antagonism 4%, Salmonella PhoP GFP 3%, GPR55 activation 0.1%, NTR1 agonist -0.1, T cell modulator inactive, GPR35 antagonists 5%, KOR beta-arrestin-1 4.6%, KOR beta-arrestin-2 -24%, T cell modulator vesicle-bound % 32 and NTR1 agonist cell count 20 µM 59.
Screening Cc1ccccc1C(=O)N1CCN(c2ccc(NC(=O)c3cccnc3Cl)cc2)CC1 returned West Nile virus CPE -1.4%, GPR55 LPI antagonism 1%, Salmonella PhoP GFP -7%, GPR55 activation -0.1%, NTR1 agonist -1.8, T cell modulator inactive, GPR35 antagonists 5%, KOR beta-arrestin-2 -5%[20 µM], T cell modulator vesicle-bound % 54 and NTR1 agonist cell count 20 µM 62.
`Cc1ccc(S(=O)(=O)N2CCCOC2CNC(=O)C(=O)NCc2ccccn2)cc1` (stereo unspecified) gave West Nile virus CPE -0.4%, GPR55 LPI antagonism 17%, Salmonella PhoP GFP -5%, GPR55 activation -0.2%, NTR1 agonist 1.0, T cell modulator inactive, GPR35 antagonists 9%, KOR beta-arrestin-1 0.5%, KOR beta-arrestin-2 -5%, T cell modulator vesicle-bound % 5 and NTR1 agonist cell count 20 µM 46.
For O=C1COc2ccc(C(=O)COC(=O)/C=C/c3cccc(F)c3)cc2N1 the results were West Nile virus CPE 0.2%, GPR55 LPI antagonism -1%, Salmonella PhoP GFP -8%, GPR55 activation -0.2%, NTR1 agonist 1.4, T cell modulator inactive, GPR35 antagonists -5%, KOR beta-arrestin-2 -2%, T cell modulator vesicle-bound % 24 and NTR1 agonist cell count 20 µM 47.
For CC/C(=N\NC(=O)CSCc1ccc(Cl)cc1)c1ccc2c(c1)OCCO2 the results were West Nile virus CPE -0.2%, GPR55 LPI antagonism 20%, Salmonella PhoP GFP 3%, GPR55 activation -0.1%, NTR1 agonist 7.9, T cell modulator inactive, GPR35 antagonists 2%, KOR beta-arrestin-1 -3.7%, KOR beta-arrestin-2 -41%, T cell modulator vesicle-bound % 24 and NTR1 agonist cell count 20 µM 70.
For O=C(Cc1ccccc1)NNS(=O)(=O)c1ccc([N+](=O)[O-])cc1 the results were West Nile virus CPE -0.2%, GPR55 LPI antagonism 3%, Salmonella PhoP GFP -2%, GPR55 activation -0.1%, NTR1 agonist -0.1, T cell modulator inactive, GPR35 antagonists -4%, KOR beta-arrestin-1 6.0%, KOR beta-arrestin-2 -7%, T cell modulator vesicle-bound % 52 and NTR1 agonist cell count 20 µM 36.
Screening Cc1nn(-c2ccccc2)c(C)c1S(=O)(=O)O returned West Nile virus CPE -0.4%, GPR55 LPI antagonism -2%, GPR55 activation -0.1%, NTR1 agonist 2.0, T cell modulator inactive, GPR35 antagonists -2%, KOR beta-arrestin-2 5%[20 µM], T cell modulator vesicle-bound % 55 and NTR1 agonist cell count 20 µM 28.
CCOC(=O)c1[nH]c2c(c1C)C(=O)CC(c1ccc(F)cc1)C2 (stereo unspecified) was read as West Nile virus CPE 1.3%, GPR55 LPI antagonism 0%, Salmonella PhoP GFP 11%, GPR55 activation 0.6%, NTR1 agonist -1.0, T cell modulator inactive, GPR35 antagonists 1%, KOR beta-arrestin-1 0.7%, KOR beta-arrestin-2 -60%, T cell modulator vesicle-bound % 37 and NTR1 agonist cell count 20 µM 53.
Screening CC1(C)Cc2nc(N)c(C(=O)NCCO)cc2CO1 returned West Nile virus CPE 0.4%, GPR55 LPI antagonism 7%, Salmonella PhoP GFP 12%, GPR55 activation -0.1%, NTR1 agonist 1.5, T cell modulator inactive, GPR35 antagonists 17%, KOR beta-arrestin-1 -2.7%, KOR beta-arrestin-2 1%, T cell modulator vesicle-bound % 29 and NTR1 agonist cell count 20 µM 55.
O=C(CN(C(=O)Cn1nnc(-c2ccc(F)cc2)n1)C1CCCC1)NC1CCCC1 was read as West Nile virus CPE -1.0%, GPR55 LPI antagonism -9%, Salmonella PhoP GFP 6%, GPR55 activation -0.4%, NTR1 agonist 1.9, T cell modulator inactive, GPR35 antagonists 9%, KOR beta-arrestin-1 -5.7%, KOR beta-arrestin-2 -18%, T cell modulator vesicle-bound % 22 and NTR1 agonist cell count 20 µM 64.
CCOC(=O)c1c(NC(=O)CSc2nc3cc(Cl)ccc3s2)sc(C(C)=O)c1C was read as West Nile virus CPE 0.8%, GPR55 LPI antagonism -2%, Salmonella PhoP GFP -3%, GPR55 activation 1.6%, NTR1 agonist 3.9, T cell modulator inactive, GPR35 antagonists -7%, KOR beta-arrestin-1 -1.5%, KOR beta-arrestin-2 11%, T cell modulator vesicle-bound % 7 and NTR1 agonist cell count 20 µM 67.

High-throughput results from PubChem BioAssay.
